NR5A2 inv ag – LRH-1 (NR5A2) inverse agonists, primary screen, cell-based, luminescence, HEK293T, StAR-luciferase reporter; LRH-1 transfected, 24 h; inhibition, % at 3.6 µM; Nuclear receptor subfamily 5 group A member 2 (Homo sapiens), O00482; 360,000 compounds, 0.13% hits;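 active = inhibition above the mean inhibition of all tested compounds plus 3 SD, cut at about 73% in these data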;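 also: 0% = DMSO wells and 100% = reporter-only cells lacking LRH-1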
Target sequence (O00482 whole entry, looked up): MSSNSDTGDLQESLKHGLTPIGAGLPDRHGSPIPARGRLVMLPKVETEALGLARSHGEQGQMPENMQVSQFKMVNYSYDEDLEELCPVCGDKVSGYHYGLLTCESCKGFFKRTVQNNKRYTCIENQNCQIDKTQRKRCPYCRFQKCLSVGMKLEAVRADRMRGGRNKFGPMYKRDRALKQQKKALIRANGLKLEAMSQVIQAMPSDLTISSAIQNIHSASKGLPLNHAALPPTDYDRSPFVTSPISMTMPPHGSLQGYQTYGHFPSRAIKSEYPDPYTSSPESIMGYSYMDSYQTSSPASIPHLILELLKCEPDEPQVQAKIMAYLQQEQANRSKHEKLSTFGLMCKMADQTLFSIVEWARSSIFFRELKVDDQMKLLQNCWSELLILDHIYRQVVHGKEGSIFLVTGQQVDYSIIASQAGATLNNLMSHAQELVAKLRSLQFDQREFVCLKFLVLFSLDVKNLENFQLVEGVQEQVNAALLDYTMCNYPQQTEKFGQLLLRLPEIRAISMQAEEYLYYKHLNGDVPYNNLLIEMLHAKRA
C8 TRAIL sens – viability loss with TRAIL in NB7+C8 cells, primary screen, TRAIL sensitizer project, cell-based, ATPlite luminescence | inhibition (viability loss, TRAIL sensitization), % at 10 µM | 360,000 compounds, 1% hits | AID 624354, 2012;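 active = compounds causing at least 50% loss of cell viability in the single-dose screen, relative to plate controls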
TWEAK-Fn14 inh – inhibitors of TWEAK-Fn14 signaling, primary screen, luciferase reporter cells, uHTS. TWEAK-stimulated Fn14 reporter cells, luciferase luminescence, 8 h. AID 1159606, 2016. inhibition, % at 10 µM. 360,000 compounds, 2% hits; in the data active = inhibition above about 50%
TROY signal inh – inhibitors of TROY-driven NF-kB signaling, primary screen, Q293 LMP1-TROYcd cells, NF-kB luciferase, uHTS; Q293 LMP1-TROYcd NF-kB luciferase reporter, 4 h; 360,000 compounds, 0.98% hits; inhibition, % at 10 µM;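 active = compounds whose plate-normalised and pattern-corrected inhibition of the luciferase reporter signal at the single screening dose is 50% or more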
EBV LMP1 NFkB – EBV LMP1-driven NF-kappaB luciferase reporter inhibitors, primary screen, cell-based, luminescence, single point | LMP1-induced NF-kappaB luciferase reporter cells | inhibition, % at 12.5 µM | 350,000 compounds, 0.69% hits; in the data active = inhibition above about 41%;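 also: 0% = neutral control wells and 100% = reference inhibitor control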
NCOA1 inh – SRC1 coactivator transcriptional activity inhibitors, primary screen, cell-based, luminescence; Nuclear receptor coactivator 1 (Homo sapiens), Q15788; HEK293 GAL4-SRC1 luciferase reporter; inhibition, % at 3.6 µM; 360,000 compounds, 0.12% hits; AID 588354, 2011;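 active = inhibition above the campaign mean plus 3 SD, with each screening campaign given its own cutoff, cut at about 60% in these data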;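 also: 0% = DMSO treated cells and 100% = gossypol at 36 µM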
NCOA2 inhibitor – inhibition of GAL4-SRC2 driven luciferase reporter, primary screen, SRC2 inhibitor project, cell-based, luminescence. Nuclear receptor coactivator 2 (Homo sapiens), Q15596. 370,000 compounds, 0.17% hits. AID 651957, 2012. inhibition, % at 9 µM. HEK293 GAL4-SRC2 luciferase reporter;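 active = inhibition above the mean inhibition of all tested compounds plus 3 SD, set per campaign, cut at about 52% in these data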;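 also: 0% = DMSO treated cells and 100% = cells given Gossypol at 36 µM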
COUP-TFII inh – NR2F2 transcriptional activity inhibitors, primary screen, cell-based, luciferase reporter, HEK293T, luminescence; COUP transcription factor 2 (Homo sapiens), P24468; HEK293T NGFI-A luciferase reporter; inhibition, % at 8.6 µM; 370,000 compounds, 0.7% hits; AID 686940, 2013;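 active = inhibition above a per-plate cutoff, mean inhibition of test wells between control levels plus 3 SD, cut at about 38% in these data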;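 also: cells cotransfected with COUP-TFII expression vector driving the NGFI-A reporter; 0% = median of COUP-TF2 test wells and 100% = reporter-only cells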
Target sequence (P24468 whole entry, looked up): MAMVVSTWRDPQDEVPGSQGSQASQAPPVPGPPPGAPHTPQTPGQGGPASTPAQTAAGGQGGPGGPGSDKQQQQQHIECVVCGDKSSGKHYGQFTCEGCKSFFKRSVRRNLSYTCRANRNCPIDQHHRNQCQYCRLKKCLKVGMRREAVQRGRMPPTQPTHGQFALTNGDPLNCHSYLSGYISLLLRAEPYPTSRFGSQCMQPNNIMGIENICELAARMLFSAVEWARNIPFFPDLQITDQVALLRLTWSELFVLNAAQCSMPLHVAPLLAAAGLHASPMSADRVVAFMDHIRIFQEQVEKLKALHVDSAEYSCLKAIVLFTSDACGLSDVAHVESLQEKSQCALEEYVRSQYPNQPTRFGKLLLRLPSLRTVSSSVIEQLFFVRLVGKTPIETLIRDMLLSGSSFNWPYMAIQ
SRC3 inh – SRC3 coactivator transcriptional activity inhibitors, primary screen, cell-based, luminescence; 360,000 compounds, 0.17% hits; HEK293 GAL4-SRC3 luciferase reporter; inhibition, % at 3.6 µM; Nuclear receptor coactivator 3 (Homo sapiens), Q9Y6Q9;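 active = inhibition above a per-campaign cutoff, the mean of all compounds plus 3 SD, cut at about 60% in these data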;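 also: 0% = DMSO-treated cells and 100% = gossypol-treated cells at 36 µM; higher means less SRC3-driven luciferase light from the GAL4 reporter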
KKLEB tox – cytotoxicity in KKLEB CF airway cells, primary screen, cytotoxicity control for CF NF-kB inhibitor project, cell-based, uHTS, fluorescence assay plates; 360,000 compounds, 0.36% hits; activity change (cytotoxicity), % at 5 µM; KKLEB CF airway cells viability, ATPlite luminescence, overnight; active compounds read low; cells stimulated with P. aeruginosa culture filtrate;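 active = corrected activity change at or below -50% at 5 µM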
CF NFkB block – inhibitors of PAF-induced NF-kB signaling, primary screen, cell-based, GFP fluorescence, uHTS | KKLEB NF-kB-GFP reporter, GFP fluorescence overnight | inhibition, % at 5 µM | 360,000 compounds, 0.86% hits | AID 588850, 2011;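 active = at least 50% inhibition at 5 µM, scaled per plate between neutral and stimulator controls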;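 also: PAF is a Pseudomonas aeruginosa culture filtrate used as stimulus; plate controls were PAF-stimulated DMSO wells for no effect and unstimulated DMSO wells for full effect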
An asterisk follows results filed as active; nt = no result given.

Values run as follows: NR5A2 inv ag	C8 TRAIL sens	TWEAK-Fn14 inh	TROY signal inh	EBV LMP1 NFkB	NCOA1 inh	NCOA2 inhibitor	COUP-TFII inh	SRC3 inh	KKLEB tox	CF NFkB block
COc1cc(OC)cc(-c2c(C#Cc3ccsc3)c3cc(-c4cnc(OC)nc4)ccc3n2C)c1
    2	8	-34	0	3	-4	8	10	1	4	2
O=C1CSC(=S)N1c1cccc(Cl)c1
    15	-12	8	-26	6	8	-14	-3	10	-10	10
Cc1cccc(N2C(=O)C(O)=C(C(=O)c3cccs3)C2c2ccc(Cl)cc2)n1 (configuration not stated)
    -1	0	-16	7	2	-6	-9	-3	5	9	-1
COc1ccccc1C#Cc1cnc2c(c1)C(=O)N([C@H](C)CO)C[C@H](C)[C@@H](CN(C)S(=O)(=O)c1cn(C)cn1)O2
    9	12	12	-5	0	-3	-11	-6	3	-10	-8
CC(=O)c1cc2c(cc1NC(=O)CN1Cc3ccccc3C1=O)OCO2
    3	-22	-6	-22	-7	-8	12	4	-19	-5	7
Cc1ccc(C(=O)NC2CCN(Cc3ccccc3)CC2)cc1S(=O)(=O)N1CCOCC1
    15	10	3	-8	3	-2	14	19	19	3	-7
Cc1ccc(S(=O)(=O)NC2=NCN(C3CCN(Cc4ccccc4)CC3)CN2)cc1
    -2	3	15	10	2	-13	-20	-1	3	-7	-2
COc1cccc(CN(C)C(=O)CCNC(=O)c2ccco2)c1
    2	-13	16	-8	4	-13	20	-17	11	2	3
CCCCN=C(C)c1c(O)c2ccccc2oc1=O
    -14	14	-26	-46	-25	-47	-50	-23	-34	5	-8
CCOC(=O)c1c(C)[nH]c(C(=O)COC(=O)c2ccc(O)cc2)c1C
    -44	2	-22	-36	-3	-17	-28	-21	-23	-1	19
CCO[C@@H]1OC(C(=O)NCc2ccccc2)=C[C@H](c2coc3ccccc3c2=O)[C@H]1CCCO
    -14	-5	-25	-37	11	0	9	-10	1	-8	-5
C=CCN(c1ccccc1)S(=O)(=O)c1cccc(C(=O)NNC(=O)c2ccncc2)c1
    -13	-9	14	16	6	-7	-26	-1	10	8	11
COc1cc(-c2cc3nc(NCc4cccs4)ccn3n2)cc(OC)c1OC
    36	7	41	20	nt	26	6	-28	30	-1	-47
COc1cc(OC)cc(C(=O)N/N=C2/SCC(=O)N2Cc2ccco2)c1
    -9	-5	4	10	-1	-9	17	-24	4	-5	3
COc1cc(-c2nnn(CC#N)n2)ccc1OCc1ccccc1
    -11	-7	-29	-51	-7	-34	-21	-9	-39	9	-8
COc1ccc(C(=O)C[n+]2cccc(C)c2)cc1
    -3	-5	-2	-12	2	-6	8	5	12	7	4
O=C(Nc1ccc(O)c2c(=O)cc(-c3ccccc3Cl)oc12)c1cccc(Cl)c1
    10	13	-53	-9	4	3	-14	-11	-6	-22	32
COc1cccc(CCc2nnc(CCC(=O)N3CCN(Cc4ccccn4)CC3)o2)c1
    9	-1	5	-3	4	-8	-22	-2	0	10	3
COc1ccc(C2CC(=O)Nc3cc(OC)c(OC)cc32)cc1 (configuration not stated)
    4	-5	1	-6	-4	11	-23	-12	4	5	-6
COc1ccc(-c2cc(-n3c(C(F)(F)F)nc4ccccc43)n(CCC#N)n2)cc1
    8	4	-33	-24	-8	11	-8	21	16	-8	20
CN1CCC(NC(=O)Nc2cccc(C(F)(F)F)c2)CC1
    -3	-2	-7	-12	0	4	-14	10	13	3	1
Nc1nn(S(=O)(=O)c2ccccc2)cc1-c1cccc([N+](=O)[O-])c1
    7	-3	-5	-5	-1	-13	17	-11	6	10	-9
COc1ccc(C(=O)Oc2cc(N)n(S(=O)(=O)c3ccccc3)n2)cc1
    14	-6	34	44	2	3	-13	9	10	-8	7
Cc1ccc(NC(=O)c2cc(C)on2)cc1
    -116	24	18	-56	-10	-86	-60	-54	-132	5	-3
Cc1nc2ccc(-c3nc4ccccc4[nH]3)cc2[nH]1
    -166	45	3	-6	-20	-96	-26	-51	-87	17	-3
Cc1nc2ccccc2cc1C(=O)N/N=C/c1cccs1
    6	11	13	-10	-26	7	-17	7	1	-2	22
COc1cc(OC)c(OC)cc1/C=N/n1c(C)nc2ccccc2c1=O
    18	30	97*	13	1	24	13	10	30	3	4
Cc1[nH]n(-c2nc(-c3cccc([N+](=O)[O-])c3)cs2)c(=O)c1C
    -102	28	-17	-51	-24	-55	-41	-31	-44	-14	0
C#CCN1C(=O)C(O)(CC(=O)/C=C/C=C/c2ccccc2)c2ccccc21 (configuration not stated)
    0	19	9	8	-2	-22	-21	7	11	-3	19
Cc1ccc(-c2ccc(SCC(=O)NC3CCCC3)nn2)cc1
    8	19	12	-20	-1	-3	-8	4	-7	11	-3
O=C(CSc1nnc(Nc2ccccc2)s1)Nc1cccc(S(=O)(=O)N2CCCCC2)c1
    -2	10	51*	-2	-3	-3	-9	15	15	-9	11
CC(C)C[C@H]1CNC(=S)N1CC1CCCN1C[C@H](CC(C)C)N1C[C@H](Cc2ccccc2)N(CC2CCCCCC2)C1=S (some centres not stated)
    11	4	16	8	4	8	-13	-9	8	-4	18
COc1ccc(N2CCN(C(=O)COC(=O)c3cccc(S(=O)(=O)Nc4ccccc4OC)c3)CC2)cc1
    -11	12	24	36	8	-6	10	31	4	-5	-15
O=C(COC(=O)Cn1cnc2ccccc21)NCCc1ccccc1
    11	-15	-17	-11	8	-16	-3	-5	13	-2	3
COc1ccc([N+](=O)[O-])cc1/C=N/NC(=O)Cc1ccccc1
    4	-4	-3	8	5	7	20	26	25	-9	6
Cc1ccc(C(=O)NCC(=O)Nc2ncccc2C)s1
    7	-11	3	-5	3	-2	-15	6	-2	-2	-13
Cc1ccc(NC(=O)COC(=O)CCCC2=NS(=O)(=O)c3ccccc3N2)cc1C
    17	-15	-5	-19	-3	6	-13	-28	1	-1	9
CCCS(=O)(=O)N1CCN(c2ccccc2F)CC1
    -6	5	-3	24	-2	-26	-10	16	-22	0	1
CC(C)NC(=O)CN1C(=O)C(=O)c2ccccc21
    -12	-14	-2	-7	-2	0	-11	-2	15	23	4
CCN(CC)c1cccc(OCC(=O)N(C)CCC#N)c1
    1	-10	2	1	4	-7	-10	8	27	6	-15
COc1cc(C2/C(=C(\O)c3ccc4c(c3)CC(C)O4)C(=O)C(=O)N2CCN2CCOCC2)cc(OC)c1OC (configuration not stated)
    14	0	-5	-18	-2	5	-3	-13	19	12	-15
CC(=O)c1cc2cccc(OC3(C)CCN(Cc4ccc(-c5ccccn5)cc4)C3)c2o1 (configuration not stated)
    -12	1	-25	-1	nt	-1	-37	12	-8	-6	1
COc1ccccc1/C=C/C(=O)NC1CC2CCC1C2 (configuration not stated)
    -24	11	-13	-29	-5	-24	-27	-32	-34	-5	8
O=[N+]([O-])c1cc([N+](=O)[O-])c(Oc2ccc(Cl)c3cccnc23)cc1NN1CCCCC1
    2	23	-1	-3	-5	-2	3	2	-15	-12	25
Nc1ccc(NC2C[C@@H](C(=O)O)NC2=O)cc1 (some centres not stated)
    -4	-1	31	-23	2	3	0	-12	17	3	-4
CCC(C)NC(=O)c1ccc2nc(-c3ccc(OC)c(OC)c3)c(-c3ccc(OC)c(OC)c3)nc2c1 (configuration not stated)
    -11	16	-21	-12	-5	8	-5	9	1	1	6
COc1ccc(C)cc1NC(=O)C1CC(=O)N(Cc2ccco2)C1 (configuration not stated)
    0	-1	-6	-1	1	-7	3	9	-77	2	-12
CCOC(=O)Nc1ccc2c(CN3CCN(S(=O)(=O)c4ccccc4)CC3)cc(=O)oc2c1
    20	15	-3	1	6	4	14	1	5	10	-6
C#CCOCCOCCOCCNc1nc(N2CCOCC2)nc(N2CCN(C(=O)[C@H](Cc3cc4ccccc4[nH]3)n3cc([C@@H](N)Cc4ccc(O)cc4)nn3)CC2)n1
    -17	4	-9	-6	-3	0	-12	1	4	-7	-6
CC1CCCCN1C(=O)CSc1nc(-c2ccccc2)cn1N (configuration not stated)
    -5	-5	13	-1	6	-17	6	-2	14	1	-1
Cc1ccc(Oc2nc(C(F)(F)F)nc3ccccc23)cc1
    -26	5	2	16	16	-93	5	13	2	-2	0
CC1CC1C(=O)OCC(=O)NC(=O)c1ccc(C(C)(C)C)cc1 (configuration not stated)
    4	3	-25	-28	2	-1	-13	-6	2	13	-10
Cc1nc(-c2nc(CC(=O)NNC(=O)c3ccc(Cl)cc3)cs2)cs1
    5	-10	1	-13	4	5	5	4	11	0	-6
CC1CN(c2cc(=O)n(-c3ccc(Cl)cc3)c(=O)[nH]2)CC(C)O1 (configuration not stated)
    -11	-3	2	-3	-4	-14	4	12	-5	-3	19
COc1cccc(CN2CC(C(=O)N3CCN(C(C)C)CC3)CCC2=O)c1 (configuration not stated)
    6	-3	0	-14	-2	1	-20	-4	19	1	-5
Cc1ccccc1-n1c(SCC(=O)c2cc(C)n(C)c2C)nnc1-c1cccnc1
    14	-4	-6	8	-7	-2	nt	nt	6	13	-16
Cc1noc(C)c1S(=O)(=O)N1CCC(C(=O)Nc2ccccn2)CC1
    4	14	-9	-19	3	-5	-11	-4	0	1	0
O=C(CN1CCN(c2ccccc2F)CC1)c1ccc2c(c1)OCO2
    -6	-1	-8	-2	-2	-15	-42	4	-18	-1	4
Cc1cccc(-n2c(N)c(-c3nc4ccccc4n3C)c3nc4ccccc4nc32)c1
    53	0	11	-5	11	26	-25	11	61	-26	-2
CCOC(=O)C1CCN(c2ncnc3c2[nH]c2cccc(OC)c23)CC1
    -6	-7	-33	-3	5	-6	-18	-5	3	3	-7

The list goes on.
Values run as follows: NR5A2 inv ag	C8 TRAIL sens	TWEAK-Fn14 inh	TROY signal inh	EBV LMP1 NFkB	NCOA1 inh	NCOA2 inhibitor	COUP-TFII inh	SRC3 inh	KKLEB tox	CF NFkB block
CCN1CCN(S(=O)(=O)c2ccc(Cl)c(C(=O)NCc3nc4ccccc4[nH]3)c2)CC1
    11	-13	8	-19	19	8	15	-4	-12	-6	-6
CC(C)Sc1ncc(S(=O)(=O)c2ccccc2)c(=O)[nH]1
    -7	-11	-12	-1	-7	11	-29	11	5	12	3
NS(=O)(=O)c1ccc(N=NN2CCCCC2)cc1
    -36	10	-3	-38	-8	-35	-47	-24	-67	10	-10
CC(C)CCNC(=O)C1CCCN(S(=O)(=O)c2ccc3c(c2)CC(C)N3C(=O)C2CC2)C1 (configuration not stated)
    10	-6	-18	-3	-4	14	-19	-2	-1	7	-14
CCCCNS(=O)(=O)c1ccc(S(=O)(=O)n2cnc3ccccc32)cc1
    -20	9	1	-7	-11	-3	-9	-5	13	-1	-22
